Bioassay records from PubChem BioAssay.
TDP1 cell noCPT = qHTS for Inhibitors of human tyrosyl-DNA phosphodiesterase 1 (TDP1): qHTS in cells in absence of CPT; Potency, µM (series often up to 46.2 µM), for the others: top-dose activity change, negative = growth inhibition, most hits filed as inhibitors; AID 686978, 2013; DT40 Tdp1-/- hTDP1 cells, no CPT, ATP luminescence, 48 h; hit rate 15% among 420,000; note: nearly all actives have a fitted effect of over 55% in size
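Luminescent ATP content (CellTiter-Glo) served as the growth readout. Knockout chicken DT40 cells expressing human TDP1 were exposed to compounds without camptothecin for a minimum 48 hr at 37 °C.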
DT40 TDP1 CPT = growth inhibition of DT40 Tdp1-/-;hTDP1 cells with camptothecin (screen for TDP1 inhibitors) | chicken DT40 Tdp1-/-;hTDP1 cells + 20 nM CPT, ATP luminescence, 48 h | hit rate 12% among 420,000 | Potency, µM (series often up to 46.2 µM), for inactives: at the top dose activity change, negative = growth inhibition, most hits filed as inhibitors; note: nearly all actives have a fitted effect of over 55% in size
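Cell growth measured by CellTiter-Glo luminescence after a minimum 48 h, 37 C compound exposure with 20 nM CPT in Tdp1-knockout DT40 cells stably expressing hTDP1, seeded 400/well; qHTS titration format.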
TDP1 inh = TDP1 (human) enzyme inhibition. hit rate 0.28% among 350,000. Q9NUW8. Potency, µM (top dose mostly 130 µM), without a hit: at the top dose activity change, negative = inhibition, usual class: inhibitors. AID 485290. recombinant TDP1, AlphaScreen DNA substrate cleavage; note: nearly all actives have a fitted effect of over 40% in size
Target sequence (Q9NUW8 whole entry, looked up): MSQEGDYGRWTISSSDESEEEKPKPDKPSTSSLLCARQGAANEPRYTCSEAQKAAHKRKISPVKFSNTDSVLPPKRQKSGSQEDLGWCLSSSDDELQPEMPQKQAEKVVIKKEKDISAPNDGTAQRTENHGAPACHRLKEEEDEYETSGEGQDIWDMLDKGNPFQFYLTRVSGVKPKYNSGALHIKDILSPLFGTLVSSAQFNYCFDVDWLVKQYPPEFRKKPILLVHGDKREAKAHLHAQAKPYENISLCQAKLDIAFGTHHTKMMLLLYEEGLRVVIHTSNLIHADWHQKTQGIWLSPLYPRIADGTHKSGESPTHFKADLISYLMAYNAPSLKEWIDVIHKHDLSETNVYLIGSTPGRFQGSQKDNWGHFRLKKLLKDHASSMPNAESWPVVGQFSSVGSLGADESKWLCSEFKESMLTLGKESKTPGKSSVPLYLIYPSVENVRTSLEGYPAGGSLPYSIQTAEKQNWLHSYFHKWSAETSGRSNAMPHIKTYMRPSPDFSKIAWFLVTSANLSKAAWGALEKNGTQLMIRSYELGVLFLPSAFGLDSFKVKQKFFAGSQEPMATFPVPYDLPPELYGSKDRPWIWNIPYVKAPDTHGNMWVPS
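Compounds were preincubated with Tdp1 (1 nM final) for 15 min at room temperature before substrate (15 nM final) started a 5 min reaction; beads (10 ug/ml final) were then added for 10 min before AlphaScreen detection.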
Numbers without * were called inactive; ? = inconclusive; nt = no result given; & = joins results of further samples; [ ] = remark or other dose. Calls come from the whole dose curve; as a rule, active = well fitted curve in the direction sought with a large enough effect; inconclusive = small, poorly fitted or top-dose-only effect, or another doubt; inactive = no such curve, though single readings can be large; an effect the other way counts as inactive or inconclusive. % is set by controls: 0 for no effect and ±100 for the full control effect; potency is the fitted concentration of half-maximal effect. Compounds as they come, and some 18% of all compounds hit somewhere here.

SMILES	TDP1 cell noCPT	DT40 TDP1 CPT	TDP1 inh
CC[C@]12C(=O)N(C)C[C@H]([C@@H]3C(=O)N(Cc4ccccc4)C(=O)[C@@H]31)N2C(=O)c1ccccc1	14.0%	-3.0%	nt
CN(C)S(=O)(=O)c1cc(NC(=O)CN2CCc3ccccc32)ccc1Cl	?	-14.7%	5.4%
COc1ccc2sc(-c3ccc(S(C)(=O)=O)cc3)c(C#Cc3cncn3C)c2c1	?	?	0.0%
C/C(=N\Nc1ccc(C)c(Cl)c1)c1ccncc1	?	-5.3%	-1.0%
COc1ccc(C=O)cc1OC1C=CCCC1 (configuration not stated)	-11.7%	-3.5%	nt
COC(=O)c1ccc(-n2nnc(-c3nsc(NC(=O)c4ccc(Cl)cc4)n3)c2C)cc1	-4.0%	-17.7%	-0.9%
Cn1c(=O)c2c(n3cnnc13)-c1ccccc1CC21CCCC1	14.6µM*	?	2.5%
CC(=O)Nc1ccc2c(c1)ncn2C	1.4%	-10.1%	0.0%
O=C1NC(=Nc2ccccc2)S/C1=C\c1ccccc1	?	?	nt
O=C(CO)N/N=C/c1c2ccccc2cc2ccccc12	0.3%	1.1%	1.2%
O=C(C/C=N/OCc1ccc(Cl)cc1Cl)c1ccccc1	-12.9%	-21.9%	-1.0%
O=C(Nc1cccc(OCC(=O)N2CCOCC2)c1)c1cccc(Cl)c1	5.0%	5.9%	2.1%[56.1 µM]
COC(=O)C(Cc1ccccc1)NC(=O)CC(C)CC(=O)Nc1ccc(C)cc1 (configuration not stated)	18.8%	-9.1%	4.7%
O=C(NC(=S)N1CCCC(C(F)(F)F)C1)c1ccc(F)cc1 (configuration not stated)	23.1µM*	18.4µM*	9.3%
Cc1cccc(N2CC(C(=O)NC3CCCCCC3)CC2=O)c1C (configuration not stated)	?	?	1.3%
CCOc1ccc(C(=O)CCC(=O)O)cc1	-11.6%	-4.7%	2.1%
CCOC(=O)c1csc(-c2ccc([N+](=O)[O-])cc2)n1	17.6%	19.9%	5.0%
Cc1ccc(CC(=O)NC2CCCc3ccccc32)cc1C (configuration not stated)	?	?	-6.2%
COc1cc(OC)cc(C(=O)N[C@H](C(=O)Nc2ccc3c(c2)OCO3)C(C)C)c1	-26.3%	3.5%	7.7%
O=C(Oc1ccc(Br)cc1C(=S)N1CCCC1)c1ccccc1F	-21.2%	-25.3%	4.5%
COc1ccc(C(=O)O)cc1NC(=S)NC(=O)Cc1ccc(Cl)cc1	17.9%	-0.5%	nt
COc1ccccc1N1CCN(C(=O)C(=O)c2cn(CC(=O)N3CCCCCC3)c3ccccc23)CC1	?	?	4.5%
COc1ccc2c(c1)/C(=C\c1cccc(/C=C3/C(=O)Nc4ccc(OC)cc43)n1)C(=O)N2	1.84µM*	1.64µM*	nt
C=CCN(CC=C)C(=O)COC(=O)c1ccc(Sc2ncn[nH]2)c([N+](=O)[O-])c1	9.9%	3.6%	4.6%
COc1cccc(C(=O)Nc2ccccc2F)c1	1.1%	10.0%	0.0%

The list goes on:
SMILES	TDP1 cell noCPT	DT40 TDP1 CPT	TDP1 inh
CCCCNC(=S)N1CCN(C(c2ccccc2)c2ccccc2)CC1	?	?	8.8%
CCN1CCN(C(=O)C2=CC(c3ccc(OC)cc3)=NS(=O)(=O)N2C)CC1	?	-19.9%	nt
CCOC(=O)C1CCCN(C2CC(=O)N(c3ccccc3)C2=O)C1 (configuration not stated)	-4.7%	0.4%	-1.2%
COc1ccc(CCN2C(=O)NC(NS(=O)(=O)c3ccc(Cl)cc3)(C(F)(F)F)C2=O)cc1OC (configuration not stated)	-1.4%	1.8%	-2.3%
CN(c1ccccc1)S(=O)(=O)c1ccc(C(=O)OCC(=O)NCc2cccs2)cc1	?	?	-4.3%
O=C(OCc1cnc(Cl)s1)c1c(F)cccc1F	?	?	-1.8%
COc1cccc(CC(=O)Nc2ccc3c(c2)OC2(CCCC2)O3)c1	?	18.4µM*	3.9%
Cc1ccc(-c2cc3ncc(C#N)c(N)n3n2)cc1	-1.5%	-0.2%	4.2%
Cc1ccccc1-n1c(C)cc(/C=N/NC(=O)c2ccc(CN3CCOCC3)cc2)c1C	?	?	2.6%
COc1ccc(C2NC(=O)Cc3cc(OC)c(OC)cc32)cc1OC (configuration not stated)	-17.2%	-21.7%	-1.9%
Cc1ccc2nc(N3CCN(S(=O)(=O)c4ccc5c(c4)OCCO5)CC3)c(C#N)cc2c1	?	11.2µM*	-7.2%
Cc1onc(-c2c(Cl)cccc2Cl)c1C(=O)N(C)Cc1ccccc1	-28.4%	-27.8%	nt
N#Cc1cccc(NC(=O)c2cc(C3CCCCN3C(=O)CCc3ccccc3)on2)c1 (configuration not stated)	?	?	nt
COc1ccc(CCn2c(=N)c(C(=O)NCCN3CCOCC3)cc3c(=O)n4cccc(C)c4nc32)cc1OC	?	?	0.5%
COCc1nnc(NC(=O)c2cc(Cl)ccc2OC)s1	-28.9%	-2.0%	4.6%
CC(C)(C)C(=O)N(Cc1ccccc1)c1ccccn1	0.3%	?	1.2%
CC(C)n1nnnc1C1c2ccccc2C(=O)N1CCc1ccc(O)cc1 (configuration not stated)	-24.0%	-2.7%	nt
CCc1ccc2nc(NC(=O)CCCc3cccs3)sc2c1	?	?	nt
C/C(CCS(=O)(=O)c1ccccc1)=N/O	4.2%	-6.9%	5.1%
CCOC(=O)c1[nH]c2ccc(OC)cc2c1NC(=O)CCN1CCN(Cc2ccccc2)CC1	?	-23.0%	6.9%
O=C(NCc1ccc2c(c1)OCO2)c1ccc(S(=O)(=O)NCC2CCCO2)cc1 (configuration not stated)	?	?	5.4%
Cc1ccc(NC(=O)Nc2ccc3c(c2)OCO3)nc1	-17.2%	-27.8%	1.8%
CC(=O)Nc1ccc(NC(=O)C(C)OC(=O)C2CCN(S(=O)(=O)c3ccc4c(c3)OCCO4)CC2)cc1 (configuration not stated)	-24.5%	-24.7%	6.1%
O=S1(=O)CC(O)C(N2CCC(c3ccccc3)CC2)C1 (configuration not stated)	-4.6%	-11.3%	-5.3%
O=C(CSc1nc2c(cnn2-c2ccc(F)cc2)c(=O)[nH]1)Nc1nccs1	-13.0%	-13.4%	2.6%

Reprinted from the entries so far for reference:
SMILES	TDP1 cell noCPT	DT40 TDP1 CPT	TDP1 inh
CCCCNC(=S)N1CCN(C(c2ccccc2)c2ccccc2)CC1	?	?	8.8%
CCN1CCN(C(=O)C2=CC(c3ccc(OC)cc3)=NS(=O)(=O)N2C)CC1	?	-19.9%	nt
CCOC(=O)C1CCCN(C2CC(=O)N(c3ccccc3)C2=O)C1 (configuration not stated)	-4.7%	0.4%	-1.2%
COc1ccc(CCN2C(=O)NC(NS(=O)(=O)c3ccc(Cl)cc3)(C(F)(F)F)C2=O)cc1OC (configuration not stated)	-1.4%	1.8%	-2.3%
CN(c1ccccc1)S(=O)(=O)c1ccc(C(=O)OCC(=O)NCc2cccs2)cc1	?	?	-4.3%
O=C(OCc1cnc(Cl)s1)c1c(F)cccc1F	?	?	-1.8%
COc1cccc(CC(=O)Nc2ccc3c(c2)OC2(CCCC2)O3)c1	?	18.4µM*	3.9%
Cc1ccc(-c2cc3ncc(C#N)c(N)n3n2)cc1	-1.5%	-0.2%	4.2%
Cc1ccccc1-n1c(C)cc(/C=N/NC(=O)c2ccc(CN3CCOCC3)cc2)c1C	?	?	2.6%
COc1ccc(C2NC(=O)Cc3cc(OC)c(OC)cc32)cc1OC (configuration not stated)	-17.2%	-21.7%	-1.9%
Cc1ccc2nc(N3CCN(S(=O)(=O)c4ccc5c(c4)OCCO5)CC3)c(C#N)cc2c1	?	11.2µM*	-7.2%
Cc1onc(-c2c(Cl)cccc2Cl)c1C(=O)N(C)Cc1ccccc1	-28.4%	-27.8%	nt

(further entries)
SMILES	TDP1 cell noCPT	DT40 TDP1 CPT	TDP1 inh
O=C(Nc1cccc(F)c1)Nc1cccc(Cl)c1	?	?	nt
COc1ccc(OC(=O)Nc2ccccc2)cc1	-16.7%	-15.7%	1.0%
COc1ccc2ccccc2c1/C=N/NC(=O)c1ccc(C)nc1	?	1.0%	nt
COc1ccc(-c2noc(N3CCC(C(=O)Nc4cccc(OC)c4)CC3)n2)cc1	?	18.4µM*	nt
Cc1ccccc1CNC(=O)c1[nH]c(C(F)(F)F)nc1-c1ccccc1	?	?	nt
COc1ccc(C(=O)N2CCCC(c3cc(C(=O)NCc4ccc(F)cc4)no3)C2)cc1 (configuration not stated)	?	14.6µM*	nt
O=C(Cn1nnc(-c2ccccc2)n1)NCc1cccs1	-4.7%	-12.5%	7.4%
Fc1ccc(-c2nnc3ccc(N4CCc5ccccc5C4)nn23)cc1	8.2µM*	9.2µM*	3.9%
O=C(Nc1ncc(Cc2ccccc2Cl)s1)c1ccc([N+](=O)[O-])cc1	?	?	3.4%
Cc1ccnc2ccc(N)cc12	?	?	nt
O=C(NC(=S)N(Cc1ccccc1)Cc1ccccc1)c1ccccc1F	?	?	5.8%
CC(C)CC(=O)Nc1ccc(F)c(Cl)c1	-19.8%	-1.5%	2.1%
COCC(=O)N1CCC[C@@]2(CCN(Cc3ccccc3OC)C2)C1	-7.9%	23.4%	nt
COCc1ccc(CN2CCCC(C(=O)Nc3ccccc3-c3ccc(OC)cc3)C2)o1 (configuration not stated)	-9.3%	?	2.5%
CCCn1c(SCC(=O)NCc2ccc(C)cc2)n[nH]c1=O	13.1%	-18.1%	5.8%
CN(C)c1ccc(/C=N/Nc2cccc(C(=O)O)c2)cc1	4.4%	?	nt
COc1cccc(CNc2nc3cc(-c4ccsc4)sc3c(=O)n2C)c1OC	?	?	nt
Cc1ccc(-c2nnn(CC(=O)N(Cc3ccccc3)C(C(=O)NC(C)(C)C)c3ccncc3)n2)o1 (configuration not stated)	-0.1%	2.0%	7.8%
CCOc1ccccc1N1CCN(CC(=O)Nc2ccnn2C2CCCC2)CC1	?	13µM*	1.1%[56.1 µM]
COCC1CCCN(Cc2nc(-c3ccc4c(c3)OCO4)no2)C1 (configuration not stated)	?	9.3%	5.4%
CNC(=O)C[C@H]1C(=O)N(CCc2ccccc2)C[C@@H]1C	-5.7%	-0.4%	nt
CC(CCc1ccccc1)NC(=O)Cc1ccc([N+](=O)[O-])cc1 (configuration not stated)	?	?	4.5%
Cc1ccc(NC(=O)c2ccc(CNS(=O)(=O)c3cccc(C(F)(F)F)c3)cc2)cc1	-7.6%	-3.8%	-1.1%
c1ccc(-c2nc(-n3nc4ccccc4n3)nc3ccccc23)cc1	?	?	2.9%
CC(=O)NCCNC(=O)C1(C)Cc2c(-c3cccc(C(N)=O)c3)ccnc2O1 (configuration not stated)	-3.6%	-6.7%	nt

Remaining list, next part
SMILES	TDP1 cell noCPT	DT40 TDP1 CPT	TDP1 inh
O=C(NC1CCCCC1)c1c[nH]c2ccc(S(=O)(=O)Nc3ccccc3F)cc2c1=O	?	-0.8%	nt
CCCCN(CCCC)C(=O)c1sc2nc(N3CCOCC3)c3c(c2c1N)CCCC3	?	?	2.8%
Cc1nc(C(=O)N2CCOCC2)sc1C1(C)CC(c2ccccc2)=NO1 (configuration not stated)	-19.4%	-2.1%	3.8%
Cc1cnc2ccc3ccccc3c2c1C	?	?	nt
Cc1sc(NC(=O)c2ccccc2)c(C(=O)NCCN(C)C)c1C	?	-27.5%	-3.8%
COc1ccccc1CCNC(=O)c1c(N)[nH]c(C(=O)c2ccccc2)c1-c1ccc(Br)cc1	?	?	nt
N#CC1=C(N)Oc2cc3c(cc2C1c1ccc(Cl)cc1)OCO3 (configuration not stated)	?	?	6.8%
COc1ccc(-c2cc(OC(=O)c3cccc(Cl)c3)c3c(C)oc(C)c3c(=O)c2)cc1	?	25.9µM*	7.4%
Cc1cccc(Nc2ncnc3nc[nH]c23)c1	-22.8%	10.9%	0.0%
COc1cccc(/C=N\Nc2nncc(-c3ccccc3)n2)c1	-26.0%	-0.5%	0.0%
Cc1ccc2nc3c(cc2c1)c(NC(=O)c1ccccn1)nn3CC(C)C	7.4%	-7.3%	4.7%
COc1ccccc1Nc1nc(C)c(C(=O)Nc2ccccc2)s1	?	14.6µM*	-5.0%
O=C(COc1cccc(C(F)(F)F)c1)NCCCN1CCCC1=O	-5.7%	-8.1%	4.4%
Cc1cc(C(=O)COc2cccc([N+](=O)[O-])c2)c(C)n1C1CC1	?	?	8.9%
CCOC(=O)C(CC)n1cnc2sc3c(c2c1=O)CCC3 (configuration not stated)	-19.2%	-12.5%	4.1%
O=C(Nc1ccccc1)/C(=C/c1ccc([N+](=O)[O-])cc1)NC(=O)c1ccco1	-3.1%	-4.6%	2.5%
CC(C)[C@H](O)CC[C@@H](C)C1CC[C@H]2C3CC=C4C[C@@H](O)CC[C@]4(C)C3CC[C@]12C (some centres not stated)	?	?	-1.2%&3.7%
O=C(Cc1c[nH]c2ccccc12)N/N=C/c1ccccc1O	?	16.4µM*	10.3%
CCN(CC)CCNC(=O)c1ccc(NC(=O)Cc2cccc3ccccc23)cc1	-25.2%	-4.1%	3.3%
